Screening data as filed in PubChem BioAssay.
A549 tox: kills or reduces viability of A549 cells in Nrf2 counter-screen; A549 ARE-Fluc cells, CellTiter-Fluor viability, 18-24 h; Potency, µM (titrated, usually from 46 µM), inactives show at the top dose activity change, negative = cytotoxicity, actives largely listed as inhibitors; 0.16% of 390,000 active; AID 504648; further: potency means the concentration at half of the fitted maximal effect; on the % scale 0 is the no-effect control and ±100 the full control effect
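A549 ARE_Fluc cells in 5% FBS OPTI-MEM were exposed to compounds in concentration-response for 18-24 h at 37 deg C. Viability was read by CellTiter-Fluor fluorescence (Ex 405/Em 525) after 30 min, before the luciferase read.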
EPAC2 ag: EPAC2 (human) agonism; EPAC2 activation, biochemical qHTS; response scale: 100% = 6.5 mM cAMP response; Potency, µM (doses to about 154 µM), inactives show at the top dose activation, hits mostly activators; 0.079% of 360,000 active; AID 720711; further: potency means the concentration at half of the fitted maximal effect; nearly all actives have a fitted effect of over 50% in size
Target sequence (Q8WZA2 whole entry, looked up): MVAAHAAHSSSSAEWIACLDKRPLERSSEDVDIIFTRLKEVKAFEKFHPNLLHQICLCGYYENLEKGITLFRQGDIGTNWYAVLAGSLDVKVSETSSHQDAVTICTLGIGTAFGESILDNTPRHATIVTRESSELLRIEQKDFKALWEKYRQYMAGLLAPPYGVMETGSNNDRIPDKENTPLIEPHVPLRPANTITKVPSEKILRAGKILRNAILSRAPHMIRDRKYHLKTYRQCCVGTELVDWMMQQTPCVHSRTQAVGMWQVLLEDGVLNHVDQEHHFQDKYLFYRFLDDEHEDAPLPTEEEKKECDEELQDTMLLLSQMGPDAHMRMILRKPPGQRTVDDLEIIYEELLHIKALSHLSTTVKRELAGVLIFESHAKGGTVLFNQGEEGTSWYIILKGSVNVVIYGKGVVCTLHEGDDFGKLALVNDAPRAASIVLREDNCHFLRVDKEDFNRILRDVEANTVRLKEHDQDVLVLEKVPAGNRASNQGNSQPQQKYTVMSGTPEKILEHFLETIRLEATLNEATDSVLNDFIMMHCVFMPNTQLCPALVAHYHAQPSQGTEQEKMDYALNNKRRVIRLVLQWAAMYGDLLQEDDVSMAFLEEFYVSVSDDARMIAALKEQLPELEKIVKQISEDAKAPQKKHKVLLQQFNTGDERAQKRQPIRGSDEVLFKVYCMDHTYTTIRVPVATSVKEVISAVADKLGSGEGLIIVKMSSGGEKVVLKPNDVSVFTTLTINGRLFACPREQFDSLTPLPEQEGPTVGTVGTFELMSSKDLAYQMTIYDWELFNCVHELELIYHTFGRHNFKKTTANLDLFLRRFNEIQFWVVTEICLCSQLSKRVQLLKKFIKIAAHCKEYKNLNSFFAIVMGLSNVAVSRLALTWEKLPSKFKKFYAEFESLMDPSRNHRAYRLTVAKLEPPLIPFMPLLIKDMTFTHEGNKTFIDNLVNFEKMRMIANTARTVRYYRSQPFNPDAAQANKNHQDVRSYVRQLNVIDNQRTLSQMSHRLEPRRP
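Compounds were added across a concentration range to EPAC2 (100 nM), RAP1B-BODIPY-GDP (250 nM) and GDP (50 uM). After 5 min at room temperature, fluorescence was recorded at 5-min intervals for 30 min.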
TGFb inhibitor: inhibitors of TGF-b signaling. HepG2 CAGA-GFP TGF-b/SMAD3 reporter, GFP fluorescence, 18 h; TGF-beta stimulated, 500 pg/mL final. Potency, µM (highest dose often 46.1 µM), for inactives: at the highest dose activity, negative = inhibition, hits mostly inhibitors. 1.2% of 410,000 active; further: potency means the concentration at half of the fitted maximal effect; on the % scale 0 is the no-effect control and ±100 the full control effect; nearly all actives have a fitted effect of over 65% in size
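Read-out: total well GFP (ex488/em500-530) summed from mean per-cell fluorescence. Cells: HEPG2 CAGA-GFP, 1% FBS DMEM, 18 h at 37 degrees C with 500 pg/mL final TGF-beta. Unstimulated wells served as the full-inhibition control; stimulated DMSO wells = 0%.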
Nrf2 block: inhibitors of Nrf2 signaling; A549 ARE-Fluc reporter, luciferase luminescence, 18-24 h; Potency, µM (top dose mostly 46 µM), inactives show top-dose activity change, negative = inhibition, hits mostly inhibitors; 2.1% of 360,000 active; AID 504444; further: potency means the concentration at half of the fitted maximal effect; on the % scale 0 is the no-effect control and ±100 the full control effect; nearly all actives have a fitted effect of over 60% in size
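Cells were seeded and rested 2 h, then exposed to compounds for 18-24 h. CellTiter-Fluor was read first as a viability measure. BugLite was added 15 min before the final luminescent read of ARE-luciferase activity in A549 cells.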
IL2 activator: activates IL-2 in a cell-based reporter assay; IL-2 activation reporter assay, cell-based qHTS; stimulated with anti-CD3/CD4/CD28 beads; in transgenic mouse T cells; activation, % (series mostly up to about 46 µM); 0.065% of 360,000 active; AID 652025; in the data active means activation above about 50%; inconclusive means mostly about 30% to 49%; further: 0% is about no effect
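Screening format: compound pinned onto unstimulated transgenic mouse T cells, 60 min incubation, then anti-CD3/anti-CD4/anti-CD28 bead stimulation for 18 hours at 37 degrees C, followed by EGFP and DsRed detection.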
Nrf2 activator: Nrf2 pathway activation; AREc32 ARE-luciferase reporter (MCF7-derived line), luminescence, 24 h; Potency, µM (doses to about 46.1 µM), without a hit: at the highest dose activation, usual class: activators; 0.31% of 410,000 active; AID 624171; further: potency means the concentration at half of the fitted maximal effect; % of control where 0% means no effect; nearly all actives have a fitted effect of over 65% in size
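Nrf2 activation is followed as ARE-luciferase induction in the AREc32 line after one day of compound treatment; luminescence is read with Steady-Glo.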
HepG2 viability: kills HepG2 cells in TGF-b inhibitor counter-screen | Potency, µM (titrated, usually from 46.1 µM), inactives show at the top dose activity change, negative = cytotoxicity, hits mostly cytotoxic | HepG2 CAGA-GFP viability, ATP luminescence, 18 h | 0.76% of 410,000 active; further: potency means the concentration at half of the fitted maximal effect; some results filed as inactive show a strong effect at the top dose
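CellTiter-Glo luminescence gave cytotoxicity after 18 hours at 37 degrees C. The cells were HepG2 CAGA-GFP in 1% FBS DMEM, stimulated with 500 pg/mL TGF-beta after compound addition. %Activity was normalised to no-cell wells (complete cell-killing) and DMSO (no toxicity), and curves were fitted and classified.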
S2 tox: viability counter-screen for ATXN expression inhibitors; 0.49% of 400,000 active; S2 cells (HEK-293 line with an ATXN2-luciferase reporter) viability, CellTiter-Fluor protease fluorescence, 24 h; Potency, µM (titrated, usually from 56.7 µM), actives largely listed as cytotoxic; AID 651635; further: potency means the concentration at half of the fitted maximal effect; nearly all actives have a fitted effect of over 40% in size
ATXN2 expr inh: reduces ATXN2 reporter expression in HEK-293 cells. HEK-293 ATXN2-luciferase reporter, luminescence, 24 h. 0.72% of 360,000 active. Potency, µM (doses to about 57 µM), without a hit: at the top dose activity change, negative = inhibition, hits mostly inhibitors. AID 1745845; further: potency means the concentration at half of the fitted maximal effect; on the % scale 0 is the no-effect control and ±100 the full control effect; nearly all actives have a fitted effect of over 55% in size
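ATXN2-luciferase reporter cells (luciferase flanked by upstream and downstream ATXN2 gene portions) were treated 24 h at 37 °C with compounds at up to 57 uM. SteadyGlo luminescence gave expression; GF-AFC fluorescence gave viability.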
The depositor's hits bear a star; i = inactive; ? = inconclusive; / = not tested or not shown; [ ] = another dose, or the depositor's remark. Unless noted, the call rests on the fitted dose curve; in most records, active means well fitted curve in the direction sought with a large enough effect; inconclusive means small, poorly fitted or top-dose-only effect, or another doubt; inactive means no such curve, though single readings can be large; an effect the other way counts as inactive or inconclusive.

SMILES | S2 tox | ATXN2 expr inh | EPAC2 ag | HepG2 viability | TGFb inhibitor | Nrf2 block | IL2 activator | A549 tox | Nrf2 activator
C[C@H](CO)N1C[C@H](C)[C@H](CN(C)C(=O)Nc2ccc(N3CCN(C)CC3)cc2)OCc2cnnn2CCCC1=O | i | -2.9% | 12.8% | 4.4% | -0.2% | / | -2.7 | / | -0.4%
Cc1ccc(-c2nc3c4cnn(-c5cc(Cl)ccc5Cl)c4ncn3n2)cc1 | / | / | / | -14.6% | / | 21.3% | / | 0.5% | 3.3%
O=C(OCc1nc2ccccc2s1)c1ccc(Br)o1 | i | 26.8% | 14.5% | 9.3% | 3.2% | ? | -0.1 | 4.3% | 5.2%
COc1ccc(Cl)cc1NC(=O)CSc1nc(Nc2ccccc2)nc(N2CCOCC2)n1 | i | -15.3% | 9.8% | -20.8% | -16.6% | ? | -1.9 | -6.4% | 3.6%
CCOC(=O)c1ccc(C(=O)OCC)c(NC(=S)Nc2ccc([N+](=O)[O-])cc2OC)c1 | ? | 20.1% | 9.0% | 5.1% | -12.6% | -0.1% | -0.1 | -0.1% | 3.4%
Cc1ccccc1OCC(=O)N/N=C/c1ccc2c(c1)OCCO2 | i | 36.0%[activator] | 12.9% | -2.2% | ? | 8.4% | -0.3 | 8.3% | 1.2%
CC(C)c1nc2ccc(NC(=O)C3CCCCC3)cc2[nH]1 | i | 4.0% | -0.6% | -2.9% | -1.3% | -1.1% | -0.3 | 0.5% | -0.1%
Cc1cccc(NC(=O)C(Cc2ccccc2)c2nn[nH]n2)c1C (stereo not given) | i | 3.8% | 5.7% | 8.4% | -14.4% | -10.7% | 1.6 | -9.3% | -0.1%
CCc1ccc(N2CN(Cc3cccnc3)CNC2=S)cc1 | i | -0.6% | -3.4% | -20.8% | -3.5% | 4.5% | -1.6 | 3.6% | 0.5%
COC(=O)Cc1c(C)c2ccc(OCC(=O)NC3CCS(=O)(=O)C3)cc2oc1=O (stereo not given) | i | 6.2% | 16.0% | 8.9% | 17.8% | 0.4% | 0.2 | -1.9% | 0.1%
COCCNC(=O)C(=O)Nc1c2c(nn1-c1ccccc1)CS(=O)(=O)C2 | i | 10.4% | / | -17.1% | -8.8% | / | / | 10.6% | -0.9%
COc1ccc2cc(C(=O)C3CCCN(C(=O)Cc4c(C)noc4C)C3)ccc2c1 (stereo not given) | i | -0.3% | -0.1% | -21.6% | -16.7% | ? | -3.4 | -7.1% | 3.7%
COc1ccccc1NC(=O)c1ccccc1S(=O)(=O)c1ccccc1[N+](=O)[O-] | i | -1.9% | 5.1% | -14.0% | 4.7% | -13.5% | -3.4 | -15.7% | 4.8%
Cn1c(=O)c2c(nc(Oc3ccc(-c4ccccc4)cc3)n2C)n(C)c1=O | i | 5.0% | 8.0% | -2.0% | -6.2% | ? | -0.4 | -2.6% | -0.2%
COc1ccc(CN(C)CC2CCCN(CCc3ccc(F)cc3)C2)c(OC)c1OC (stereo not given) | i | ? | 8.9% | -35.0% | ? | -7.8% | -0.8 | -8.3% | -0.1%
CN(C(=O)COC(=O)c1ccc2ccccc2n1)C1CCS(=O)(=O)C1 (stereo not given) | i | -13.2%[11.3 µM] | 6.7% | 3.2% | -8.6% | 26.5% | 5.9 | 0.9% | -0.6%
COCCCN1C(=O)C(=O)/C(=C(/O)c2ccccc2)C1c1ccc(N(C)C)cc1 (stereo not given) | i | -0.6% | 2.9% | 7.6% | -1.2% | -1.1% | -1.5 | -13.4% | -0.3%
CCN(CC)S(=O)(=O)c1cc(NC(=O)C(C)Nc2ccccc2N2CCOCC2)ccc1C (stereo not given) | i | -20.5% | 11.1% | -13.5% | -0.2% | ? | -3.9 | -0.6% | -0.5%
CCc1c(C(=O)N/N=C/c2ccco2)nnn1-c1nonc1N | i | -3.6% | 3.5% | 0.7% | -7.5% | -3.5% | -1.4 | -0.9% | 4.7%
COc1ccc(OCCC(=O)OCC(=O)c2ccc[nH]2)cc1 | i | -10.5% | 10.0% | 1.3% | -3.3% | -1.2% | 0.0 | -2.1% | -0.5%
CCc1[nH]nc(C(=O)NC2CCCc3c2cnn3-c2cc(C)cc(C)c2)c1C (stereo not given) | ? | 28.2% | -3.0% | -4.3% | -29.9% | ? | -2.7 | ? | -0.5%
COc1ccc(CC(=O)Nc2sc3c(c2C(=O)Nc2ccccc2)CCCCC3)cc1 | / | / | / | -26.3% | -26.2% | ? | / | 7.4% | 2.6%
O=C(CSCc1ccc(Br)cc1)N1CCOCC1 | i | 33.2% | 2.9% | 8.1% | -2.7% | 13.2% | -1.4 | 5.7% | 0.9%
CCCNC(=O)c1cc(C2CCCCN2S(=O)(=O)c2ccc(OC)cc2)on1 (stereo not given) | i | -10.8% | 14.5% | -4.1% | 2.5% | / | -0.4 | / | 3.0%
COc1ccc(C(C)(C)C)cc1NC(=O)C1=CC=CN2CCS(=O)(=O)N=C12 | i | 6.7% | -0.2% | 1.9% | 2.2% | 1.1% | 1.5 | -2.8% | -0.1%
Cc1nnsc1C(=O)NNS(=O)(=O)c1ccccc1 | i | -0.1% | -10.1% | -31.9% | -11.7% | 6.9% | -1.7 | 1.5% | 0.2%
CCOC(=O)c1[nH]c(=O)[nH]c1CN(Cc1ccco1)Cc1[nH]c(=O)[nH]c1C(=O)OCC | ? | 0.6%[11.3 µM] | 0.6% | 1.4% | -5.1% | ? | 2.2 | 0.6% | -0.7%
N#CCCn1c(SCC(=O)NCc2ccco2)nc2ccccc21 | i | 2.1% | 7.4% | 11.1% | -6.9% | / | -2.9 | -0.6% | 9.7%
O=C(COc1ccccc1)N[C@@H]1c2ccccc2CC[C@@H]1O | i | 4.7% | 7.8% | -59.5% | -2.7% | 21.2% | 0.4 | 6.2% | -1.1%
CC(NC(=O)c1ccco1)C(=O)Nc1nc(-c2ccccn2)cs1 (stereo not given) | i | -18.5% | 4.0% | -31.4% | -18.2% | -10.7% | -3.1 | -9.9% | 0.0%
COc1cc2nncc(SC)c2cc1OC | i | 2.7% | 10.5% | 8.1% | 1.8% | -15.9% | -0.2 | 0.8% | -0.2%
Cc1ccc2[nH]c(C(=O)N3CCN(C(c4ccccc4)c4ccccc4)CC3)cc2c1 | i | -11.4% | -1.5% | -1.9% | 10.3% | -26.2% | 0.4 | -10.1% | 0.1%
Cc1cc2nc(-c3cccc(Br)c3)c(CC(C)(C)C)n2c(C)c1Br | ? | -9.9% | 13.2% | -25.0% | ? | / | 0.3 | / | 22.1%
Cc1nn(C(=O)c2cccnc2)c(C)c1Sc1ccc(Br)cc1 | i | 7.9% | 19.9% | -31.7% | -0.1% | 3.1% | -2.5 | -0.7% | -0.6%
COc1ccc(-n2nnnc2C(c2cccc3ccccc23)N2CCN(C/C=C/c3ccccc3)CC2)cc1 (stereo not given) | ? | 3.6% | 8.7% | -15.8% | ? | / | -0.9 | / | 1.4%
Cc1c(C)[n+](=O)c(-c2ccc(Br)cc2)c(C)n1[O-] | i | -5.1% | 8.2% | -3.5% | 12.4% | -13.8% | 1.0 | 2.3% | 0.0%
CCOC(=O)c1cnc2c(C)cccc2c1NCCCN1CCOCC1 | i | 9.7% | -3.1% | -3.1% | -2.3% | -10.7% | 0.0 | -13.6% | -0.2%
O=C(Nc1cccn2ncnc12)c1ccccc1 | i | 17.7% | -4.3% | 8.5% | -5.5% | ? | -3.5 | 1.8% | ?
COc1ccc(C(=O)N2CCOC2CNC(=O)C(=O)NCc2ccc(Cl)cc2)cc1 (stereo not given) | i | 1.0% | -4.1% | -15.2% | 13.0% | -6.9% | 0.3 | 9.8% | 0.3%
CC1CCCCC1NC(=O)/C=C/c1nc2ccccc2s1 (stereo not given) | i | 6.6% | -3.7% | -0.4% | 5.0% | ? | -3.0 | -5.0% | 2.7%
O=C1CN(C(=O)COC(=O)c2ccc(Br)o2)c2ccccc2N1 | i | / | 6.4% | 0.1% | 18.5% | 7.9% | 0.6 | 0.3% | 0.4%
O=C(Nc1cccc(F)c1)C1CCCN(C(=O)c2ccc(Cl)cc2)C1 (stereo not given) | i | -18.3% | 9.7% | -21.2% | ? | 7.31µM* | -0.3 | -11.4% | 15.0%
Cn1cnnc1SCC(=O)c1c[nH]c2ccccc12 | i | 3.2% | -2.2% | -11.7% | -6.2% | / | 0.3 | 10.2% | 2.8%
NC(N)=N/N=C/c1cc([N+](=O)[O-])ccc1O | ? | -8.7% | -3.5% | -0.7% | -2.1% | -8.5% | 0.0 | ? | 0.4%[9.22 µM]
CCn1c(=O)cc(OCC(=O)Nc2ccc(C)c(F)c2)c2ccccc21 | i | 1.8% | / | 2.0% | 1.2% | 16.9% | / | -6.5% | 0.6%
O=C(CCNC(=O)c1ccc(Cl)cc1)NNC(=O)c1ccc(F)cc1 | i | 5.5% | -6.2% | -3.4% | 0.0% | 1.6% | 1.2 | -5.6% | 0.4%
C/C(=N/NC(=O)c1cc(-c2cccc([N+](=O)[O-])c2)n[nH]1)c1ccc(Cl)cc1 | i | 4.3% | 8.9% | -4.2% | 3.7% | 8.3% | -0.5 | -2.5% | 1.7%
CCOCCCN(C(=O)c1ccco1)C(C(=O)NC1CCCC1)c1cccc(OC)c1OC (stereo not given) | i | -6.2% | -0.5% | 14.0% | ? | -5.5% | -3.6 | -9.7% | 0.9%
O=S(=O)(NCCc1csc(-c2ccc(C(F)(F)F)cc2)n1)c1ccc2c(c1)OCCO2 | ? | -38.9% | -9.7% | -25.1% | ? | ? | -1.4 | 0.0% | 4.7%
COCC(C)N1CCC(Oc2cccc(C(=O)NCCc3ccccc3)c2)CC1 (stereo not given) | ? | -12.2% | 1.8% | -16.8% | 9.8% | 8.4% | 2.5 | -0.8% | 3.2%
CCCC(=O)Nc1ccc(C(=O)COC(=O)C2CC2)cc1 | i | / | 6.7% | -12.5% | 9.6% | 1.0% | 2.3 | 0.3% | 4.8%
O=C(NCc1ccco1)c1csc2c1CCCC2 | i | 0.9% | 6.7% | -4.7% | -14.0% | 4.6% | -0.1 | -4.0% | 10.8%
